Assay outcomes (PubChem BioAssay)
Yfh1-depleted yeast = mitochondrial function rescue without frataxin homolog – Friedreich's ataxia, plus single-dose screen, dose response (AID 1465) | S. cerevisiae Yfh1-off respiration, WST-1 reduction, 72 h; higher fold induction means a stronger effect | fold induction at 50 µM; hits with a dose series show EC50 in µM | hit rate 0.074% among 220,000;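 active = fold induction of absorbance versus untreated yeast above a set limit, then at least 30% activation at any dose in follow-up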;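 note: activators that raise dye reduction in frataxin-depleted yeast; strong numbers were not always called active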
WT yeast gro inh = growth inhibition of WT yeast, mitochondrial fusion screen | mitochondrial fusion phenotypic screen, WT strain | hit rate 2.1% among 190,000 | inhibition, % at 10 µM; in the data active = inhibition above about 58%; tested in S. cerevisiae
M1AAP inhibition = malaria alanyl aminopeptidase activity blockers – biochemical, fluorogenic H-Leu-NHMec substrate, 1536-well (AID 1445) | recombinant M1AAP, H-Leu-NHMec fluorogenic kinetic assay; higher % means a stronger effect | one-dose inhibition, % at 30 µM; IC50 in µM for titrated hits | hit rate 0.42% among 220,000;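 active = primary inhibition above the hit cutoff, then over 50% inhibition at one or more dose response concentrations, cut at about 23% in these data, passing the limit was not always enough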;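 note: plate controls were DMSO full reaction for no effect and no enzyme background for full effect; strong numbers were not always called active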
bCat nuc transl = modulators of beta-catenin nuclear translocation. HeLa beta-catenin nuclear translocation, immunofluorescence imaging. nuclear translocation activity, % at 5 µM. hit rate 0.3% among 190,000;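 active = nuclear translocation activity above 50% at 5 µM, with a well cell count of 50 or more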;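 note: per-cell ratio of nuclear to cytoplasmic median beta-catenin stain intensity; plate controls were DMSO negative control for no effect and GSK-3 inhibitor IX positive control for full effect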
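Test system: HeLa cells, endogenous beta-catenin; Compound: single 5 µM dose plus 0.02–20 µM confirmation series; Times: compound exposure 24 h at 37°C; Signal: fluorescence imaging of beta-catenin antibody stain plus DAPI; Read-out: % activation, nuclear-to-cytoplasmic median beta-catenin signal ratio per cell.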
Autophagy mod = alters autophagy in cells | calls only at 10 µM (by protocol) | MEF GFP-LC3 puncta imaging; test concentration mostly 10 µM | hit rate 0.98% among 190,000;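 active = percentage of spot-positive cells more than 3 SD above its plate mean, without a fluorescence outlier flag or 80% toxicity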;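 note: spot-positive cell cutoff set from DMSO-treated cells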
MT stabilize HCS = stabilizes microtubules in HeLa cells | hit rate 0.83% among 200,000 | HeLa tubulin immunostaining HCS, 24 h; share of cells brighter than vehicle mean+2SD | % tubulin-high responders, % at 10 µM;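 active = plate Z-score above 3 for both tubulin-high and condensed-nucleus cell shares, with cell loss under 80%, at 10 µM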;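 note: anti alpha tubulin signal scored within the nucleus-defined area of each cell; some results filed as inactive read as strong as hits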
Dynein transport = blocks dynein driven cargo transport along microtubules | 3617.4 mouse cells, GR-EGFP nuclear translocation imaging; test concentration mostly 20 µM; stimulated with dexamethasone, 1 µM; stronger effect = lower value | z-score, hits read low | hit rate 0.47% among 220,000;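 active = plate z-score of nuclear minus cytoplasmic receptor signal below a set negative limit, without overly bright fluorescence or cell loss, cut at about -3.5 in these data, passing the limit was not always enough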;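 note: z-score of nuclear minus cytoplasmic ring GR-EGFP intensity difference per well; some compounds called inactive have numbers as strong as hits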
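Schedule: 48 h induction, then 1 h compound, then 30 min agonist, 37 °C. Buffer or medium: tetracycline-free induction medium containing charcoal-stripped FBS. Reagent: 1.0 µM final dexamethasone stimulus. Evaluation: nuclear versus cytoplasmic GR-EGFP signal, averaged per well. Signal: high-content fluorescence imaging after fixation.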
P. falciparum M17LAP = P. falciparum M17LAP inhibitors, primary screen, biochemical, fluorogenic H-Leu-NHMec substrate, 1536-well (AID 1619) | recombinant M17LAP, H-Leu-NHMec fluorogenic kinetic assay; higher % means a stronger effect | one-dose inhibition, % at 30 µM; IC50 in µM for titrated hits | hit rate 0.38% among 220,000;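 active = compound inhibiting the enzyme by more than half at any dose during confirmatory dose-response retesting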;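 note: plate controls were full reaction with DMSO carrier for no effect and no enzyme background for full effect; strong numbers were not always called active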
T cell modulator = T cell immune modulators affecting CD8 T cell-vesicle binding. 2C CD8+ T cell-vesicle binding, flow cytometry; stronger effect = lower value. calls only at 7 µM. hit rate 0.068% among 330,000. AID 2052;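 active = response, share of CD8 T cells binding vesicles, and their 90th percentile fluorescence all below set limits, cut at about 80% in these data, passing the limit was not always enough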
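Material: 2C TCR transgenic mouse naive CD8+ T cells, MACS-purified. Also added: QL9-charged Drosophila Ld/ICAM-1/B7-1 vesicles. Timing: binding 1.5 h at 37 °C. Measured by: high-throughput flow cytometry with anti-B7-1 and anti-CD8 staining. Read-out: percent CD8+ FL2 mean versus row control. Controls: Unloaded micro-vesicles (low), QL9 vesicles with 0.7% DMSO (high).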
WT yeast gro inh mutant strain = also measured in WT yeast gro inh; calls as there; inhibition, %; mitochondrial fusion phenotypic screen, mutant strain inhibition
Dynein transport cytoplasmic EGFP = further read-out of Dynein transport, marked with its call; z-score; measured here: cytoplasmic GR-EGFP intensity; stronger effect = higher value
Dynein transport nuclear GR-EGFP = recorded beside Dynein transport, whose call it bears; z-score; measured here: nuclear GR-EGFP intensity;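 lower value marks the stronger effect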
Dynein transport cell count = recorded beside Dynein transport, whose call it bears; z-score; measured here: cell count per field
bCat nuc transl cell count 5 µM = further read-out of bCat nuc transl, marked with its call; cell count; measured here: cell count, cytotoxicity flag
T cell modulator vesicle-bound % = further read-out of T cell modulator, marked with its call; double positive events, %; measured here: CD8+ vesicle-bound cell fraction;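 binding gate set so that unloaded-vesicle control wells show 10% double positive cells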
MT stabilize HCS Hoechst-high % = also measured in MT stabilize HCS; calls as there; % Hoechst-high responders; measured here: nuclear condensation Hoechst responders;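 share of cells brighter than vehicle mean plus two SD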
MT stabilize HCS cytotoxicity % = second read-out of MT stabilize HCS, no call of its own (marks repeat the call); toxicity, %; measured here: cytotoxicity by cell density;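 0% = mean cell density of plate MIN control wells and 100% = no cells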
Autophagy mod cell loss 18 h = second read-out of Autophagy mod, no call of its own (marks repeat the call); toxicity, %; measured here: cell loss, nuclei count;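 cell loss after 18 h compound exposure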
* = called active by the depositor.

`COc1ccccc1Nc1nc(-c2cccc([N+](=O)[O-])c2)nc2ccccc12` gave Yfh1-depleted yeast inactive, WT yeast gro inh -15, M1AAP inhibition 1%, bCat nuc transl 0.0, Autophagy mod inactive, MT stabilize HCS 0.9, Dynein transport -0.52, P. falciparum M17LAP -5%, T cell modulator inactive, WT yeast gro inh mutant strain -16, Dynein transport cytoplasmic EGFP -0.11, Dynein transport nuclear GR-EGFP -0.24, Dynein transport cell count 0.64, bCat nuc transl cell count 5 µM 1380, T cell modulator vesicle-bound % 56, MT stabilize HCS Hoechst-high % 1.7, MT stabilize HCS cytotoxicity % 3.3 and Autophagy mod cell loss 18 h -5.
Cn1nnnc1-c1cc(Cl)cc(Cl)c1 was read as Yfh1-depleted yeast inactive, WT yeast gro inh 1, M1AAP inhibition 4%, bCat nuc transl -2.4, Autophagy mod inactive, MT stabilize HCS 1.9, Dynein transport -0.43, P. falciparum M17LAP 1%, T cell modulator inactive, WT yeast gro inh mutant strain 21, Dynein transport cytoplasmic EGFP -0.27, Dynein transport nuclear GR-EGFP -0.23, Dynein transport cell count -0.079, bCat nuc transl cell count 5 µM 1142, T cell modulator vesicle-bound % 61, MT stabilize HCS Hoechst-high % 2.6, MT stabilize HCS cytotoxicity % 8.6 and Autophagy mod cell loss 18 h 3.
For COC(=O)C1=C(C)NC2=C(C(=O)CCC2)C1c1cn(Cc2ccc(Br)cc2)nc1-c1ccccc1 (stereo unspecified) the results were WT yeast gro inh -14, M1AAP inhibition 11%, bCat nuc transl 1.8, Autophagy mod inactive, MT stabilize HCS 3.5, Dynein transport -0.059, P. falciparum M17LAP -3%, T cell modulator inactive, WT yeast gro inh mutant strain 6, Dynein transport cytoplasmic EGFP -0.18, Dynein transport nuclear GR-EGFP 0.51, Dynein transport cell count 0.014, bCat nuc transl cell count 5 µM 1417, T cell modulator vesicle-bound % 30, MT stabilize HCS Hoechst-high % 2.1, MT stabilize HCS cytotoxicity % 11 and Autophagy mod cell loss 18 h 16.
For CN=C1SC(CC(=O)Nc2cccc(Cl)c2Cl)C(=O)N1C (stereo unspecified) the results were Yfh1-depleted yeast inactive, WT yeast gro inh -6, M1AAP inhibition -4%, bCat nuc transl -2.5, Autophagy mod inactive, MT stabilize HCS 4.5, Dynein transport -0.58, P. falciparum M17LAP -8%, T cell modulator inactive, WT yeast gro inh mutant strain 0, Dynein transport cytoplasmic EGFP -0.29, Dynein transport nuclear GR-EGFP -0.13, Dynein transport cell count 0.063, bCat nuc transl cell count 5 µM 1009, T cell modulator vesicle-bound % 43, MT stabilize HCS Hoechst-high % 2.4, MT stabilize HCS cytotoxicity % 9.1 and Autophagy mod cell loss 18 h -11.
Screening CCC(=O)N1CCc2cc(S(=O)(=O)CCC(=O)NCCc3ccc(OC)c(OC)c3)ccc21 returned Yfh1-depleted yeast inactive, WT yeast gro inh 7, M1AAP inhibition -1%, bCat nuc transl 0.6, Autophagy mod inactive, MT stabilize HCS 5.4, Dynein transport -0.45, P. falciparum M17LAP 3%, T cell modulator inactive, WT yeast gro inh mutant strain 15, Dynein transport cytoplasmic EGFP -0.32, Dynein transport nuclear GR-EGFP -0.11, Dynein transport cell count 0.54, bCat nuc transl cell count 5 µM 993, T cell modulator vesicle-bound % 55, MT stabilize HCS Hoechst-high % 4.2, MT stabilize HCS cytotoxicity % 8.8 and Autophagy mod cell loss 18 h -17.
Screening Cc1sc2nc(SCC(=O)NCc3ccco3)n(CCc3ccccc3)c(=O)c2c1C returned Yfh1-depleted yeast inactive, WT yeast gro inh -6, M1AAP inhibition 3%, bCat nuc transl 0.3, Autophagy mod inactive, MT stabilize HCS 2.2, Dynein transport 0.44, P. falciparum M17LAP 6%, T cell modulator inactive, WT yeast gro inh mutant strain 1, Dynein transport cytoplasmic EGFP -0.24, Dynein transport nuclear GR-EGFP 0.55, Dynein transport cell count 1.5, bCat nuc transl cell count 5 µM 1081, T cell modulator vesicle-bound % 28, MT stabilize HCS Hoechst-high % 1.7, MT stabilize HCS cytotoxicity % 28 and Autophagy mod cell loss 18 h 2.
`CC(C)(C)NC(=O)NC(=O)CN1CCN(c2cccc(Cl)c2)CC1` gave Yfh1-depleted yeast inactive, M1AAP inhibition -1%, bCat nuc transl 0.4, Dynein transport -0.73, P. falciparum M17LAP 4%, T cell modulator inactive, Dynein transport cytoplasmic EGFP 0.59, Dynein transport nuclear GR-EGFP 0.52, Dynein transport cell count 0.24, bCat nuc transl cell count 5 µM 1360 and T cell modulator vesicle-bound % 25.
Screening COc1ccc(C(=S)N2CCNCC2)cc1 returned Yfh1-depleted yeast inactive, WT yeast gro inh -8, M1AAP inhibition 5%, bCat nuc transl -5.3, Autophagy mod inactive, MT stabilize HCS 1.8, Dynein transport -0.07, P. falciparum M17LAP 7%, T cell modulator inactive, WT yeast gro inh mutant strain -2, Dynein transport cytoplasmic EGFP -0.15, Dynein transport nuclear GR-EGFP -0.13, Dynein transport cell count -0.37, bCat nuc transl cell count 5 µM 1086, T cell modulator vesicle-bound % 40, MT stabilize HCS Hoechst-high % 1.9, MT stabilize HCS cytotoxicity % 6.4 and Autophagy mod cell loss 18 h 9.
`CCOC(=O)C1=C(c2ccccc2)NC(SCC)=C(C#N)C1c1cccnc1` (stereo unspecified) gave Yfh1-depleted yeast inactive, WT yeast gro inh 9, M1AAP inhibition 4%, bCat nuc transl 0.3, Autophagy mod inactive, MT stabilize HCS 3.5, Dynein transport 0.54, P. falciparum M17LAP 0%, T cell modulator inactive, WT yeast gro inh mutant strain 24, Dynein transport cytoplasmic EGFP -0.22, Dynein transport nuclear GR-EGFP -0.038, Dynein transport cell count -0.3, bCat nuc transl cell count 5 µM 1170, T cell modulator vesicle-bound % 21, MT stabilize HCS Hoechst-high % 1.4, MT stabilize HCS cytotoxicity % 11 and Autophagy mod cell loss 18 h -24.
For Clc1ccc(Cn2cccc2C2=NCCO2)cc1 the results were Yfh1-depleted yeast inactive, WT yeast gro inh 22, M1AAP inhibition 2%, bCat nuc transl 0.2, Autophagy mod inactive, MT stabilize HCS 2.1, Dynein transport -0.46, P. falciparum M17LAP 10%, T cell modulator inactive, WT yeast gro inh mutant strain 11, Dynein transport cytoplasmic EGFP -0.13, Dynein transport nuclear GR-EGFP -0.38, Dynein transport cell count -0.058, bCat nuc transl cell count 5 µM 1340, T cell modulator vesicle-bound % 45, MT stabilize HCS Hoechst-high % 1.2, MT stabilize HCS cytotoxicity % 0.5 and Autophagy mod cell loss 18 h -47.
Screening COc1ccc(-n2c(=O)c3ccccc3n(CC(=O)c3ccccc3)c2=O)cc1OC returned Yfh1-depleted yeast inactive, WT yeast gro inh 0, M1AAP inhibition 10%, bCat nuc transl 0.4, Autophagy mod inactive, MT stabilize HCS 1.8, Dynein transport 1.6, P. falciparum M17LAP 3%, T cell modulator inactive, WT yeast gro inh mutant strain 2, Dynein transport cytoplasmic EGFP -0.21, Dynein transport nuclear GR-EGFP 0.63, Dynein transport cell count -0.54, bCat nuc transl cell count 5 µM 1113, T cell modulator vesicle-bound % 20, MT stabilize HCS Hoechst-high % 1.5, MT stabilize HCS cytotoxicity % 8.8 and Autophagy mod cell loss 18 h 12.
Screening Cc1ccc(CN2CCN(Cc3ccncc3)CC2CCO)o1 (stereo unspecified) returned Yfh1-depleted yeast inactive, WT yeast gro inh 1, M1AAP inhibition 0%, bCat nuc transl -1.1, Autophagy mod inactive, MT stabilize HCS 5.8, Dynein transport -0.56, P. falciparum M17LAP -3%, T cell modulator inactive, WT yeast gro inh mutant strain 8, Dynein transport cytoplasmic EGFP -0.32, Dynein transport nuclear GR-EGFP -0.47, Dynein transport cell count 0.58, bCat nuc transl cell count 5 µM 1026, T cell modulator vesicle-bound % 17, MT stabilize HCS Hoechst-high % 2.1, MT stabilize HCS cytotoxicity % 8.1 and Autophagy mod cell loss 18 h -32.
Screening CCCN(Cc1nnc(-c2ccccc2Cl)o1)C(=O)c1cc([N+](=O)[O-])cc([N+](=O)[O-])c1 returned Yfh1-depleted yeast inactive, WT yeast gro inh 57, M1AAP inhibition 5%, bCat nuc transl 0.2, Autophagy mod inactive, MT stabilize HCS 6.0, Dynein transport -0.24, P. falciparum M17LAP -4%, T cell modulator inactive, WT yeast gro inh mutant strain 33, Dynein transport cytoplasmic EGFP 0.28, Dynein transport nuclear GR-EGFP -0.13, Dynein transport cell count 1.1, bCat nuc transl cell count 5 µM 1150, T cell modulator vesicle-bound % 13, MT stabilize HCS Hoechst-high % 2.3, MT stabilize HCS cytotoxicity % 6.6 and Autophagy mod cell loss 18 h 11.
For CCOC(=O)c1nnc(-c2cccs2)nc1NC(C)C the results were Yfh1-depleted yeast inactive, WT yeast gro inh -4, M1AAP inhibition 13%, Autophagy mod inactive, MT stabilize HCS 1.0, Dynein transport 0.49, P. falciparum M17LAP 22%, T cell modulator inactive, WT yeast gro inh mutant strain 40, Dynein transport cytoplasmic EGFP -0.24, Dynein transport nuclear GR-EGFP -0.18, Dynein transport cell count -0.34, T cell modulator vesicle-bound % 31, MT stabilize HCS Hoechst-high % 1.1, MT stabilize HCS cytotoxicity % 5.3 and Autophagy mod cell loss 18 h 19.
